Assay outcomes as filed in PubChem.
Mm-Cpn inhibitor – inhibitors of Methanococcus maripaludis chaperonin (MmCpn) | purified Mm-Cpn ATPase, ADP Transcreener TR-FRET | Potency, µM (highest dose often 76.9 µM), inactives show at the top dose activity, negative = inhibition, actives largely listed as inhibitors | 330,000 compounds, 0.031% hits | AID 504842; also: potency is read from the fitted curve at half-maximal effect; % is scaled to controls: 0 for no effect and ±100 for the full control effect; nearly all actives have a fitted effect of over 80% in size
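Reaction buffer contained 30 mM Tris pH 7.4, 100 mM KCl, 5 mM MgCl2 and 1 mM DTT. Mm-CPN (25 nM final) hydrolysed 10 uM ATP over 30 min at 37°C; ADP was read by HTRF.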
CCT modulator – modulators of cytosolic chaperonin (CCT/TRiC) activity. purified chaperonin ATPase assay, HTRF ADP detection, 30 min. activity change, % (test concentration not listed), hits read low. 360,000 compounds, 0.3% hits; in the data active = activity change below about -30%; also: % is scaled to controls: 0 for no effect and ±100 for the full control effect
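TRiC (40 or 20 nM final, by batch activity) in 30 mM Tris pH 7.4, 100 mM KCl, 5 mM MgCl2, 1 mM DTT was treated with compound at 76 uM single dose, then 10 uM ATP, 30 min at 37 °C. ADP was read by HTRF Transcreener.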
A549 viability – A549 cytotoxicity, counter-screen for Nrf2 inhibitors. A549 ARE-Fluc cells, CellTiter-Fluor viability, 18-24 h. 390,000 compounds, 0.16% hits. Potency, µM (highest dose often 46 µM), without a hit: at the highest dose activity change, negative = cytotoxicity, actives largely listed as inhibitors; also: potency is read from the fitted curve at half-maximal effect; % is scaled to controls: 0 for no effect and ±100 for the full control effect
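A549 ARE_Fluc cells in 5% FBS OPTI-MEM were exposed to compounds in concentration-response for 18-24 h at 37 deg C. Viability was read by CellTiter-Fluor fluorescence (Ex 405/Em 525) after 30 min, before the luciferase read.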
Abeta rescue – compounds reversing amyloid beta toxicity in yeast | 410,000 compounds, 0.063% hits | yeast expressing A-beta42, growth rescue, OD600, 48 h; response scale: 0% DMSO, 100% iron-clioquinol control | Potency, µM (doses to about 46.1 µM), without a hit: top-dose growth rescue, usual class: activators | AID 1347071; also: potency is read from the fitted curve at half-maximal effect; nearly all actives have a fitted effect of over 55% in size
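Yeast A-beta toxicity model in growth medium with pinned compounds, 48 h at 30 C; growth read as absorbance at 600 nm. Normalized to FeCl3/clioquinol equimolar mix (positive) and DMSO (negative).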
Nrf2 inh – blocks Nrf2 signaling; A549 ARE-Fluc reporter, luciferase luminescence, 18-24 h; Potency, µM (doses to about 46 µM), for inactives: top-dose activity change, negative = inhibition, actives largely listed as inhibitors; 360,000 compounds, 2.1% hits; AID 504444; also: potency is read from the fitted curve at half-maximal effect; % is scaled to controls: 0 for no effect and ±100 for the full control effect; nearly all actives have a fitted effect of over 60% in size
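In this cell-based qHTS, ARE-driven firefly luciferase in A549 cells reports Nrf2 activity; the luminescent signal after BugLite lysis is the measured value, with a prior CellTiter-Fluor read for cell health.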
Akt phos inh – Akt phosphorylation inhibition; 360,000 compounds, 0.32% hits; Neuro2A IGF-stimulated pAkt S473 HTRF, 20 min; active compounds read low; activity change, % for hits at 50 µM; in the data active = activity change below about -80%; inconclusive = mostly about -51% to -80%; also: % is scaled to controls: 0 for no effect and ±100 for the full control effect
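Single-point screen (50 µM final compound) in Neuro2A cells stimulated 20 min with 6 nM IGF at 37 deg C. After lysis, Ser473-phosphorylated Akt read by HTRF (ex 330 nm, em 615/665 nm) as the 665/615 ratio.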
TGFb inhibitor – inhibitors of TGF-b signaling; HepG2 CAGA-GFP TGF-b/SMAD3 reporter, GFP fluorescence, 18 h; TGF-beta stimulated, 500 pg/mL final; 410,000 compounds, 1.2% hits; Potency, µM (titrated, usually from 46.1 µM), for the others: top-dose activity, negative = inhibition, most hits filed as inhibitors; AID 588855; also: potency is read from the fitted curve at half-maximal effect; % is scaled to controls: 0 for no effect and ±100 for the full control effect; nearly all actives have a fitted effect of over 65% in size
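Cell-based qHTS in HEPG2 carrying a CAGA-GFP Smad reporter; compounds added before 500 pg/mL final TGF-beta, 18 h incubation at 37 degrees C, GFP fluorescence quantified per cell by imaging cytometry.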
HepG2 viability – counter-screen for TGF-b inhibitors: cytotoxicity in HepG2 cells; HepG2 CAGA-GFP viability, ATP luminescence, 18 h; Potency, µM (titrated, usually from 46.1 µM), inactives show top-dose activity change, negative = cytotoxicity, most hits filed as cytotoxic; 410,000 compounds, 0.76% hits; AID 588856; also: potency is read from the fitted curve at half-maximal effect; some results filed as inactive show a strong effect at the top dose
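HepG2 CAGA-GFP cells (1000/well, DMEM with 1% FBS) received compound, then TGF-beta at 500 pg/mL final, and were incubated 18 hours at 37 degrees C. Viability was read by CellTiter-Glo luminescence. Media-only wells were set as complete cell-killing and DMSO as no toxicity.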
Nrf2 activator – activators of Nrf2 (ARE) signaling. 410,000 compounds, 0.31% hits. AREc32 ARE-luciferase reporter (MCF7-derived line), luminescence, 24 h. Potency, µM (top dose mostly 46.1 µM), without a hit: at the highest dose activation, actives largely listed as activators; also: potency is read from the fitted curve at half-maximal effect; % of control where 0% means no effect; nearly all actives have a fitted effect of over 65% in size
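AREc32 cells carrying an ARE-driven firefly luciferase reporter were seeded at 1000 cells/well in OPTI-MEM with 5% FBS, then exposed to compound for 24 hr at 37 deg C. Luminescence was read with Steady-Glo after 30 min at RT.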
Numbers without * were called inactive; i = inactive; ? = inconclusive; / = not tested or not shown; & = joins results of further samples; [ ] = another dose, or the depositor's remark. Unless noted, calls follow the shape of the dose curve; as a rule, active = well fitted curve in the direction sought with a large enough effect; inconclusive = small, poorly fitted or top-dose-only effect, or another doubt; inactive = no such curve, though single readings can be large; an effect the other way counts as inactive or inconclusive.

SMILES | Mm-Cpn inhibitor | CCT modulator | A549 viability | Abeta rescue | Nrf2 inh | Akt phos inh | TGFb inhibitor | HepG2 viability | Nrf2 activator
CC1(c2ccccc2)C(C#N)C(=O)NC(=O)C1C#N (stereo not given) | / | -2.3 | 1% | 5% | 5% | i | 2% | 2% | -0.3%
CCOC(=O)c1cc(S(=O)(=O)N2CCN(c3cccc(C)c3C)CC2)[nH]n1 | / | / | 6% | ? | / | / | ? | -30% | 3.8%
COC(=O)c1sc(NC(=O)c2ccncc2)nc1C | 0% | -3.7 | -3% | -40%[inhibitor] | 19% | i | ? | -1% | 0.3%
O=C(CN1C(=O)CSc2cc(S(=O)(=O)N3CCCCCC3)ccc21)NCCc1ccccc1 | -5% | 0.9 | -14% | 15% | -16% | i | ? | 0% | 2.5%
Cn1nc(-c2ccc(OCC(=O)Nc3cccc(C(F)(F)F)c3)cc2)c2ccccc2c1=O | / | / | ? | -13% | 26µM* | / | ? | 1% | 0.2%
N#Cc1cccc(NC(=O)COC(=O)C2CCC2)c1 | 1% | -0.9 | 0% | -2% | 9% | i | -4% | -2% | 2.1%
COc1ccc(C)cc1NC(=O)Cc1ccc(NC(=O)N2CCCCc3ccccc32)cc1 | / | / | -4% | -16% | -3% | / | -5% | -19% | 3.0%
Cc1nc(N2CCN(C(=O)c3cccs3)CC2)c2c3c(sc2n1)CCCC3 | 0% | 0.1 | ? | -23% | 18µM* | i | -23% | -4% | 0.2%
COC(=O)c1sccc1NC(=O)c1ccoc1C | 2% | -1.9 | -5% | 1% | -30% | i | -17% | -29% | ?
CCOc1ccc(N=C2NC(=O)SC2CC(=O)OC)cc1 (stereo not given) | -1% | -0.7 | 2% | 2% | -30% | i | 24% | -46% | -0.8%
COc1ccc(C(=O)NC(=S)NCc2cccnc2)cc1OC | 0% | -0.2 | -1% | 5% | -15% | i | 18% | 1% | 1.8%
COc1cc(NC(=O)CCc2nnc3ccc(N4CCC5(CC4)OCCO5)nn23)cc(OC)c1 | -15% | -0.5 | 1% | -3% | -11% | i | -1% | -19% | 2.9%
C/C(=N\NS(=O)(=O)c1ccccc1)c1cccc(NC(=O)c2cccc(Cl)c2)c1 | 4% | -0.1 | 1% | 20% | ? | i | -22% | -35% | 5.0%
Cc1ccccc1CNC(=O)c1nn(-c2ccccc2F)nc1CO | / | / | 2% | -11% | -10% | / | -14% | -7% | 0.6%
CC(C)CNS(=O)(=O)c1ccc(CCC(=O)N2CCN(Cc3ccccc3)CC2)cc1 | 0% | -1.3 | -6% | 7% | -10% | i | -6% | 8% | -0.9%
CCOC(=O)C1CCCN(C(=O)c2cc(S(=O)(=O)N3CCCCC3)ccc2C)C1 (stereo not given) | 1% | 0.9 | 2% | -1% | -26% | i | -4% | -3% | -1.0%
CCS(=O)(=O)c1cccc(C(=O)Nc2ccc(-c3nc4ccccc4s3)c(O)c2)c1 | / | / | -2% | 4% | / | / | ? | 0% | 0.0%
CCCN1CCC(=O)N(C(CSc2ccc(OC)cc2)CC(C)C)CC1 (stereo not given) | / | / | -10% | / | ? | / | 4% | -22% | /
CCn1c(-c2nonc2NC(=O)c2ccccc2)nc2ccccc21 | 1% | 1.8 | 4% | -14% | 12% | i | -2% | -11% | 1.5%
NC(N)=NC(N)=Nc1cccc(Cl)c1 | -6% | 0.3 | -4% | 5% | 9% | i | 11% | 4% | 0.0%
Cc1ccc(S(=O)(=O)Cc2ccc(C(=O)NCCc3ccccc3)o2)cc1 | -1% | -3.0 | -10% | -6% | 0% | i | -25% | 4% | 0.7%
O=C(Nc1ccc(Cl)c(C(F)(F)F)c1)C1Cc2c(-c3ccccc3)ccnc2O1 (stereo not given) | / | 0.1 | / | -1% | / | i | 14µM* | 11µM* | 0.3%[9.22 µM]
Cc1ccc2c(c1)N(Cc1cccc(C#N)c1)C=NS2(=O)=O | 0% | 0.0 | 3% | -21% | 0% | i | 2% | -20% | -1.0%
Cc1ccc(S(=O)(=O)NCC(=O)OCc2cc(=O)oc3c(C)c(C)ccc23)cc1C | 0% | -1.5 | 11% | -9% | 3% | i | -7% | 1% | 0.1%
CN(C)CC/C=C1/c2ccccc2Sc2c(O)cc(Cl)cc21 | 2% | -3.2 | -4% | 12% | -7% | i | 10% | 0% | 23%
N#Cc1cccc(C(=O)Nc2cc(S(=O)(=O)N3CCOCC3)ccc2N2CCCC2)c1 | -3% | -3.4 | 6% | 3% | 4% | i | -1% | -11% | -0.4%
C[C@@H]1CN([C@H](C)CO)C(=O)c2cc(NC(=O)Nc3ccc(C(F)(F)F)cc3)ccc2O[C@H]1CN(C)S(=O)(=O)c1ccccc1 | -3% | -5.2 | ? | 7% | 16µM* | i | ? | -1% | 0.3%
CCc1ccc(N(CC(=O)NC(C)(C)C)C(=O)CNC(=O)c2cccs2)cc1 | 1% | -3.3 | 1% | -7% | 12% | i | -25% | -17% | -0.1%
CCN1C=C(Cc2ccc(F)cc2)C2=C(C1)C(c1ccc(F)cc1)C(C#N)=C(N)O2 (stereo not given) | 2% | 1.1 | ? | 30% | / | i | ? | -5% | ?
Cn1c(=O)c2ccccc2n(Cc2ccccc2F)c1=O | 1% | -3.3 | -8% | 4% | -10% | / | -26% | -5% | 0.0%
Nn1c(SCC(=O)Nc2ccccc2)nnc(Cc2ccccc2)c1=O | -4% | 0.3 | 7% | 3% | -24% | i | -24% | 9% | 0.2%
O=C(COC(=O)C1CCN(/C=C/C(=O)C(F)(F)F)CC1)Nc1cccc(F)c1 | -1% | -17 | -3% | -2% | 0% | i | -2% | 26% | -0.3%
Cc1ccsc1CCN1C(=O)N(c2ccc(F)cc2)C(=O)C1CC(=O)Nc1ccccc1 (stereo not given) | / | / | -17% | -3% | -19% | / | -22% | -7% | 10%
O=C(N/N=C/c1ccc(OCc2ccccc2)cc1)c1ccco1 | 2% | -1.8 | 0% | 14% | ? | i | -11% | -5% | 6.2%
CCN(CC(=O)Nc1c(F)cccc1F)C(=O)COc1ccc2c(C)cc(=O)oc2c1 | 4% | -3.0 | -6% | 3% | -15% | i | 10% | -38% | -0.4%
COc1cc(C(CCN2CCCC(C)C2)c2c(OC)cc(OC)c3c(-c4ccccc4)cc(=O)oc23)cc(OC)c1OC (stereo not given) | 4% | 0.1 | -7%&-15% | 5% | 22%&25% | i | -6%&-24% | -5%&-33% | 6.7%
Cc1cc(C)nc(NC(=O)C(c2ccccc2)c2ccccc2)c1 | -2% | -2.5 | 2% | 34% | 12% | i | ? | 6% | -0.6%
COc1ccc([C@H]2CC(=O)C=C(c3cccc(C(C)C)c3)C2)cc1 | 0% | -1.7 | 11% | -6% | -5% | i | ? | -26% | 13%
NC1=NC[C@H](Cc2ccccc2)N1CC1CCCCC1 | / | -0.7 | -1% | -10% | 9% | i | -9% | -11% | -0.7%
CN(CCCn1ccc(NC(=O)OCc2ccccc2)nc1=O)CCc1ccccn1 | / | -1.4 | / | -6% | / | i | -17% | -24% | 2.5%
CCOC(=O)C1=C(C)OC(N)=C(C#N)C1c1cc2c(cc1[N+](=O)[O-])OCO2 (stereo not given) | 0% | 2.9 | -3% | -5% | 6% | i | -11% | -7% | ?
O=C(NCc1ccccn1)C(=O)Nc1nc(-c2ccccc2)cs1 | -4% | 0.8 | 2% | 4% | 9% | i | 18% | -19% | 4.0%
O=C(Cc1cccc2ccccc12)Nc1ccccc1 | / | -0.7 | 2% | 25% | 12% | i | 15% | -17% | 0.2%
O=[N+]([O-])c1ccc(CSCc2ccc([N+](=O)[O-])cc2)cc1 | / | 0.3 | -5% | 10% | -9% | i | ? | 3% | -0.5%
Cc1cc2c(cc1C)N(Cc1ccccc1)C1=NCCCN12 | 1% | -1.8 | -17% | -6% | -10% | i | -7% | -11% | -0.3%
CCOc1ccc2oc(C(=O)Nc3ccc(C)cn3)c(C)c2c1 | / | 1.9 | / | -8% | / | i | 2% | -2% | 28%
COc1ccc(Cc2nnc(NS(=O)(=O)c3ccc(NC(C)=O)cc3)s2)cc1 | 1% | -0.4 | -1% | 7% | -14% | i | ? | 15% | 0.3%

Sorted by molecular weight (smallest number first): three of the compounds above
SMILES | Mm-Cpn inhibitor | CCT modulator | A549 viability | Abeta rescue | Nrf2 inh | Akt phos inh | TGFb inhibitor | HepG2 viability | Nrf2 activator
Cc1cc2c(cc1C)N(Cc1ccccc1)C1=NCCCN12 | 1% | -1.8 | -17% | -6% | -10% | i | -7% | -11% | -0.3%
COc1ccc([C@H]2CC(=O)C=C(c3cccc(C(C)C)c3)C2)cc1 | 0% | -1.7 | 11% | -6% | -5% | i | ? | -26% | 13%
Cc1ccsc1CCN1C(=O)N(c2ccc(F)cc2)C(=O)C1CC(=O)Nc1ccccc1 (stereo not given) | / | / | -17% | -3% | -19% | / | -22% | -7% | 10%

TGFb inhibitor, entries above that show a hit.
molecule,Mm-Cpn inhibitor,CCT modulator,Nrf2 inh,Akt phos inh,TGFb inhibitor
O=C(Nc1ccc(Cl)c(C(F)(F)F)c1)C1Cc2c(-c3ccccc3)ccnc2O1 (stereo not given),/,0.1,/,i,14µM*
